Screening results as filed in PubChem.
KCC2 mod = modulators of human KCC2 chloride dependent transport. B-score of Tl+ flux slope (higher = more flux/activation; lower = inhibition) at 10 µM. 190,000 tested, 2.2% active. KCC2 cells, thallium flux FluoZin-2 fluorescence. Q9H2X9;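 active = thallium flux slope and its plate-corrected score both differing from the plate sample mean at a set confidence after two filtering rounds, in either direction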;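 note: slope of fluorescence scaled to starting intensity during 10 to 20 s after thallium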
FXIIa inh 1536 = factor XIIa (human) inhibition. P00748. purified FXIIa, Boc-QGR-AMC fluorogenic substrate, 2 h. inhibition, % at 5 µM. 220,000 tested, 0.3% active. AID 800; in the data active = inhibition above about 40%;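 note: 0% = enzyme with no compound and 100% = blank without enzyme; many of its hits are not listed in these tables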
thrombin 1536 = inhibitors of human thrombin | P00734 | alpha-thrombin, Boc-VPR-AMC fluorogenic substrate cleavage | inhibition, % at 5 µM | 220,000 tested, 0.26% active | AID 1046;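 active = inhibition at or above 40%; inactive = inhibition below 40%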;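 note: 0% = enzyme with no compound and 100% = wells without enzyme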
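Test system: human alpha-thrombin; medium: pH 7.5 Tris-saline with Tween 20; times: reaction at room temperature; signal: AMC fluorescence at 355 nm excitation and 460 nm emission; also added: Boc-VPR-AMC substrate, 15 µM final; dosing: one concentration per compound, 5 µM, with 0.2% DMSO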
hK5 inh = kallikrein 5 (human) inhibition | recombinant hK5, fluorogenic AMC substrate cleavage | inhibition, % at 5 µM | 210,000 tested, 0.59% active;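 active = inhibition of 40% or more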;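 note: 0% = enzyme controls without compound and 100% = no-enzyme blanks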
Target sequence (Q9Y337 67-293 limits assumed): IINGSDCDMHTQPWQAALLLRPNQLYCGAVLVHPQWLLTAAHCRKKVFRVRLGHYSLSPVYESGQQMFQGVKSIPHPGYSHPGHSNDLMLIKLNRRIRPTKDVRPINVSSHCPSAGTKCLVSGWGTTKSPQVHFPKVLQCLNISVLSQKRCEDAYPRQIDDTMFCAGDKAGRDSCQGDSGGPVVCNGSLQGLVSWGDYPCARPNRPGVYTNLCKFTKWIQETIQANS
Furin inh = blocks human furin protease activity; 220,000 tested, 0.061% active; AID 463115; purified furin, fluorogenic substrate cleavage; inhibition, % at 30 µM; P09958; in the data active = inhibition above about 25%; note: inactives centre near -15
FXIa inh = factor XIa (human) inhibition; P03951; purified FXIa, Boc-Glu-Ala-Arg-AMC fluorogenic substrate; inhibition, % at 5 µM; 220,000 tested, 0.14% active;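 active = inhibition of at least 40%; inactive = inhibition below 40%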;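 note: fluorescence of freed AMC excited at 355 nm; 0% = enzyme without compound and 100% = no enzyme blank; many of its hits are not listed in these tables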
Target sequence (P03951 19-387 limits assumed): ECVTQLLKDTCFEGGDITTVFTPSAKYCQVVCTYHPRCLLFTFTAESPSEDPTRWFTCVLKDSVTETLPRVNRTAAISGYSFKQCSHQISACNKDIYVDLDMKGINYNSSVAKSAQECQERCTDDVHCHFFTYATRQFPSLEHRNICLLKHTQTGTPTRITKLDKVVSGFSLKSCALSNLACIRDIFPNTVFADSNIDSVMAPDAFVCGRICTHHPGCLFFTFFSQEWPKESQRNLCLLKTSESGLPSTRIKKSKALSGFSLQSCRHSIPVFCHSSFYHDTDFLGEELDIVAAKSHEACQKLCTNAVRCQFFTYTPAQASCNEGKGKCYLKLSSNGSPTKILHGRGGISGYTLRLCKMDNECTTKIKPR
Target sequence (P03951 388-625 limits assumed): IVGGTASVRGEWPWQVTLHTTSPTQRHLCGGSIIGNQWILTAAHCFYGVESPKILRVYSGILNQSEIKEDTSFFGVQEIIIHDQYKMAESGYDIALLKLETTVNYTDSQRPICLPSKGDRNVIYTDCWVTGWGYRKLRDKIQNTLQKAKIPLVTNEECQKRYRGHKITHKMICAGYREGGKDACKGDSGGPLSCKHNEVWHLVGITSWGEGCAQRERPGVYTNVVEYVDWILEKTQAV
Rad51 HR inh = blocks human Rad51 in homologous recombination; hRad51 DNA strand exchange, fluorescence dequenching; inhibition, % at 10 µM; 200,000 tested, 0.085% active; AID 1385;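 active = inhibition above 40% at the single screening dose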;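 note: 0% = DMSO control wells and 100% = blanks with heterologous ssDNA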
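Test system: preformed human Rad51 ssDNA filaments; also added: Donor/quencher-labelled 47-bp dsDNA substrate; doses: 10 µM final, single point; times: 37 °C 15-min filament assembly, 30-min compound preincubation, 15-min exchange; detection: FRET fluorescence dequenching, excitation 485 nm, emission 520 nm; read-out basis: Fluorescence-based percent inhibition, control- and blank-normalised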
Calpain2 inh = inhibitors of pig calpain II; purified calpain II, fluorogenic peptide substrate, 30 min; inhibition, % at 16 µM; 220,000 tested, 0.37% active;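 active = inhibition above about 50%, limit read from the data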
PERK inh = blocks human PERK kinase; Q9NZJ5; CHO PERK-DD fusion, SEAP luminescence translation reporter; inhibition, % at 5.6 µM; 220,000 tested, 0.17% active; AID 1416;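 active = inhibition above the mean inhibition of all tested compounds plus 3 SD, set separately per screening campaign, cut at about 2.9% in these data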;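 note: PERK kinase domain activated by AP20187 dimerizer at 100 nM; 0% = DMSO with dimerizer and 100% = rapamycin at 8.4 µM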
Starred values were filed as active, the others as inactive; [ ] = another dose, or the depositor's remark. Some of the compounds tested. The share of hits here may be higher or lower than overall.

How did CC1=C(C)[N+](=O)C2CCCCC2N1[O-] (stereo not drawn) do in these assays?
KCC2 mod: 1.7; FXIIa inh 1536: 8; thrombin 1536: 0; hK5 inh: -9; Furin inh: -15[20 µM]; FXIa inh: 4; Rad51 HR inh: 4; Calpain2 inh: -13; PERK inh: 0.5

How did O=c1c(-c2ccccc2)coc2c(CN3CCOCC3)c(O)ccc12 do in these assays?
KCC2 mod: -0.51; FXIIa inh 1536: -4; thrombin 1536: -10; hK5 inh: -29; Furin inh: -24; FXIa inh: -14; Rad51 HR inh: -2; Calpain2 inh: inactive; PERK inh: 0.3

How did CCOC(=O)c1sc(-c2cccc(C(F)(F)F)c2)nc1O do in these assays?
KCC2 mod: 8.1*; FXIIa inh 1536: 12; thrombin 1536: 0; hK5 inh: -6; Furin inh: -18; FXIa inh: 4; Rad51 HR inh: -9; Calpain2 inh: 17; PERK inh: 0.6

What do the screens show for `CC(C)=CCN1CCN(Cc2ccoc2)CC1CCO` (stereo not drawn)?
FXIIa inh 1536: 9; thrombin 1536: -1; Furin inh: 0; FXIa inh: 3; Calpain2 inh: 9; PERK inh: 0.9

How did COc1ccc2c(c1OC)C(=O)N(C(C)C(=O)O)C2=O (stereo not drawn) do in these assays?
KCC2 mod: 0.25; FXIIa inh 1536: 17; thrombin 1536: 4; hK5 inh: -18; Furin inh: -24; FXIa inh: 3; Rad51 HR inh: -7; Calpain2 inh: -109; PERK inh: -1.1

How did O=C(Nc1ccc(OC(F)F)c(Cl)c1)c1ccccn1 do in these assays?
KCC2 mod: -0.63; FXIIa inh 1536: 1; thrombin 1536: -9; hK5 inh: -7; Furin inh: -7; FXIa inh: -4; Rad51 HR inh: 1; Calpain2 inh: 41; PERK inh: 0.6

What do the screens show for `CC1(C)Cc2cccc(C(=O)Nc3ccc(F)cc3F)c2O1`?
FXIIa inh 1536: 7; thrombin 1536: 0; hK5 inh: 1; Furin inh: -13; FXIa inh: 2; Rad51 HR inh: 3; Calpain2 inh: 36; PERK inh: -0.1

How did Cc1[nH]nc2c1C(c1ccsc1C)C(C#N)=C(N)O2 (stereo not drawn) do in these assays?
KCC2 mod: -1.1; FXIIa inh 1536: -20; thrombin 1536: -7; hK5 inh: -1; Furin inh: -19[20 µM]; FXIa inh: -9; Rad51 HR inh: -10; Calpain2 inh: 3; PERK inh: 1.5

How did Cc1ccc2nc(NC(=O)C3=NN(c4ccccc4)C(=O)CC3)sc2c1 do in these assays?
KCC2 mod: 0.052; FXIIa inh 1536: 12; thrombin 1536: -12; hK5 inh: -9; Furin inh: 10; FXIa inh: 3; Rad51 HR inh: -2; Calpain2 inh: -24; PERK inh: 0.1

What do the screens show for `COc1ccc(/C=N/NC(=O)c2cccc(Br)c2)cc1CSc1ccccn1`?
KCC2 mod: -0.6; FXIIa inh 1536: 6; thrombin 1536: -6; hK5 inh: -11; Furin inh: -8; FXIa inh: 5; Rad51 HR inh: 2; Calpain2 inh: -40; PERK inh: 1.5

How did CCN(CC)CCCN1C(=O)C(=O)/C(=C(/O)c2cc(C)ccc2C)C1c1cccnc1 (stereo not drawn) do in these assays?
KCC2 mod: -0.11; FXIIa inh 1536: 16; thrombin 1536: 13; hK5 inh: 13; Furin inh: -17; FXIa inh: 10; Rad51 HR inh: -4; Calpain2 inh: 24; PERK inh: 1.6

How did CCCCCC(=O)Nc1ccc(S(=O)(=O)Nc2nccc(C)n2)cc1 do in these assays?
KCC2 mod: 0.51; FXIIa inh 1536: 2; thrombin 1536: -2; hK5 inh: -19; Furin inh: -17; FXIa inh: -5; Rad51 HR inh: 3; Calpain2 inh: 33; PERK inh: 0.0

Results for COCCOC(=O)c1c(NC(=O)CN(C)c2ccccc2)sc(C(N)=O)c1C ?
KCC2 mod: -1.2; FXIIa inh 1536: -8; thrombin 1536: -10; hK5 inh: -3; Furin inh: -40; FXIa inh: 0; Rad51 HR inh: 1; Calpain2 inh: -9; PERK inh: -0.4

Results for NC(=O)CC1SC(N)=NC1=O (stereo not drawn) ?
KCC2 mod: -0.19; FXIIa inh 1536: 20; thrombin 1536: 0; hK5 inh: 0; Furin inh: -9[20 µM]; FXIa inh: 19; Rad51 HR inh: -6; Calpain2 inh: 3; PERK inh: 0.1

How did CS(=O)(=O)N1CCN(c2ccccc2NC(=O)CSc2ccc(Cl)cc2)CC1 do in these assays?
KCC2 mod: -0.36; FXIIa inh 1536: 10; thrombin 1536: 1; hK5 inh: -5; Furin inh: 0[20 µM]; FXIa inh: 4; Rad51 HR inh: -4; Calpain2 inh: 44; PERK inh: -0.3

Results for COc1ccc(-c2cc(N3C(=O)Nc4ccccc4N3O)n[nH]2)cc1OC ?
KCC2 mod: 0.44; FXIIa inh 1536: 4; thrombin 1536: -9; hK5 inh: -7; Furin inh: -20; FXIa inh: -1; Rad51 HR inh: -3; Calpain2 inh: 10; PERK inh: 0.5

How did CCOC(=O)Nc1ccc2c(C)cc(=O)oc2c1 do in these assays?
KCC2 mod: -0.43; FXIIa inh 1536: -6; thrombin 1536: -7; hK5 inh: -11; Furin inh: -91[20 µM]; FXIa inh: -7; Rad51 HR inh: -4; Calpain2 inh: inactive; PERK inh: 0.3

What do the screens show for `CCOP(=O)(OCC)c1nc(-c2cccc([N+](=O)[O-])c2)oc1N1CCCCC1`?
KCC2 mod: -1.1; FXIIa inh 1536: 12; thrombin 1536: 3; hK5 inh: 4; Furin inh: -15; FXIa inh: 2; Rad51 HR inh: -12; Calpain2 inh: -18; PERK inh: -0.1

How did O=C(NCc1nnc(SCC(=O)N2CCCCCC2)o1)c1ccco1 do in these assays?
KCC2 mod: 1; FXIIa inh 1536: 4; thrombin 1536: -8; hK5 inh: -26; Furin inh: -30[20 µM]; FXIa inh: 2; Rad51 HR inh: -4; Calpain2 inh: -50; PERK inh: 0.2

Results for O=C(N/N=C(\c1ccccc1)c1cccnc1)C(O)(c1ccccc1)c1ccccc1 ?
KCC2 mod: 0.4; FXIIa inh 1536: 3; thrombin 1536: 2; hK5 inh: -3; Furin inh: -10[20 µM]; FXIa inh: 0; Rad51 HR inh: -2; Calpain2 inh: -54; PERK inh: -0.3

Results for Cc1ccc(N2C(=O)Nc3cc(Cl)c(Cl)cc3N2O)cc1Cl ?
KCC2 mod: -0.22; FXIIa inh 1536: 6; thrombin 1536: -10; hK5 inh: -6; Furin inh: -20; FXIa inh: -4; Rad51 HR inh: -5; Calpain2 inh: 22; PERK inh: -0.2

What do the screens show for `O=C1c2ccccc2S(=O)(=O)N1CC1CC(c2ccccc2Cl)=NO1` (stereo not drawn)?
KCC2 mod: -0.39; FXIIa inh 1536: 13; thrombin 1536: 1; hK5 inh: 4; Furin inh: -18; FXIa inh: 6; Calpain2 inh: 9; PERK inh: 0.2

How did O=S(=O)(Nc1ccncc1Cl)c1cccc(Cl)c1Cl do in these assays?
KCC2 mod: 0.82; FXIIa inh 1536: 10; thrombin 1536: -2; hK5 inh: -4; Furin inh: -17; FXIa inh: 7; Rad51 HR inh: 15; Calpain2 inh: 6; PERK inh: 1.5

Results for O=C(NCCCNc1ccc(C(F)(F)F)cc1[N+](=O)[O-])c1cc(F)c(F)cc1Cl ?
KCC2 mod: -0.084; FXIIa inh 1536: 14; thrombin 1536: 4; hK5 inh: 1; Furin inh: -23; FXIa inh: -5; Rad51 HR inh: 6; Calpain2 inh: 15; PERK inh: 0.9

What do the screens show for `COc1cc(C(=O)NCc2cn3cccc(C)c3n2)cc(OC)c1OC`?
KCC2 mod: 0.54; FXIIa inh 1536: 10; thrombin 1536: -1; hK5 inh: 0; Furin inh: -20; FXIa inh: -1; Rad51 HR inh: 1; Calpain2 inh: -33; PERK inh: 0.0

What do the screens show for `NC(=O)NC(CC(=O)NCCCc1ccccc1)c1ccccc1Cl` (stereo not drawn)?
KCC2 mod: -0.82; FXIIa inh 1536: 1; thrombin 1536: 1; hK5 inh: -9; Furin inh: -20; FXIa inh: -3; Rad51 HR inh: -37; Calpain2 inh: 19; PERK inh: 0.0

Results for Cc1cccc(NC(=S)N(CCN2CCOCC2)Cc2cc3cc4c(cc3[nH]c2=O)OCCO4)c1 ?
KCC2 mod: 0.64; FXIIa inh 1536: 12; thrombin 1536: -2; hK5 inh: 2; Furin inh: -30; FXIa inh: 0; Rad51 HR inh: -3; Calpain2 inh: -105; PERK inh: -0.3

Results for O=C(Cn1nc(C(F)F)cc1C1CC1)NCCC1=CCCCC1 ?
KCC2 mod: -1.1; FXIIa inh 1536: -4; thrombin 1536: -7; hK5 inh: 15; Furin inh: -6[20 µM]; FXIa inh: 0; Rad51 HR inh: -1; Calpain2 inh: -26; PERK inh: 0.2

How did Cc1cc(C)c(NC(=O)COc2nncc3ccccc23)c(C)c1 do in these assays?
KCC2 mod: 0.37; FXIIa inh 1536: 7; thrombin 1536: -7; hK5 inh: -10; Furin inh: -15; FXIa inh: -6; Rad51 HR inh: 1; Calpain2 inh: 10; PERK inh: 1.1

Results for COc1ccc(NC(=O)c2c(C(F)(F)F)nn(C)c2Cl)cc1 ?
FXIIa inh 1536: 4; thrombin 1536: 1; hK5 inh: -2; Furin inh: -14; FXIa inh: -3; Rad51 HR inh: 8; Calpain2 inh: -10; PERK inh: 0.5

How did COc1cc(NC(=O)c2ccc3c(c2)OCO3)ccc1NC(=O)c1cccs1 do in these assays?
FXIIa inh 1536: 7; thrombin 1536: -4; hK5 inh: -3; Furin inh: -25; FXIa inh: -2; Rad51 HR inh: -1; Calpain2 inh: 14; PERK inh: 0.2

What do the screens show for `Cc1ccc(C(=O)NNC(=O)C2CCN(c3nc(C)cc(C)n3)CC2)cc1`?
KCC2 mod: -0.11; FXIIa inh 1536: 15; thrombin 1536: 2; hK5 inh: 8; Furin inh: -24; FXIa inh: -15; Rad51 HR inh: 6; Calpain2 inh: -44; PERK inh: 0.4

How did O=C(COC(=O)c1ccc([N+](=O)[O-])o1)Nc1cccc(S(=O)(=O)N2CCOCC2)c1 do in these assays?
KCC2 mod: 0.56; FXIIa inh 1536: -4; thrombin 1536: -5; hK5 inh: -5; Furin inh: -7; FXIa inh: -6; Rad51 HR inh: 9; Calpain2 inh: -25; PERK inh: 0.7

What do the screens show for `CNS(=O)(=O)c1ccc(NS(=O)(=O)c2ccccc2F)cc1`?
KCC2 mod: 0.018; FXIIa inh 1536: 2; thrombin 1536: -9; hK5 inh: 1; Furin inh: -9; FXIa inh: -5; Rad51 HR inh: 3; Calpain2 inh: -6; PERK inh: 0.1

How did CN1C(=O)N(C)C2(c3ccccc3)N(C)C(=O)NC12c1ccccc1 (stereo not drawn) do in these assays?
FXIIa inh 1536: -3; thrombin 1536: -4; hK5 inh: -23; Furin inh: -22; FXIa inh: -10; Rad51 HR inh: -2; Calpain2 inh: 30; PERK inh: 0.9

How did c1cncc(Nc2nc(-c3cccnc3)cs2)c1 do in these assays?
KCC2 mod: 0.25; FXIIa inh 1536: -11; thrombin 1536: -4; hK5 inh: -11; Furin inh: -10; FXIa inh: -3; Rad51 HR inh: -5; Calpain2 inh: 16; PERK inh: -1.2

What do the screens show for `Cn1nccc1C(=O)Nc1sc2c(c1C(N)=O)CCCC2`?
KCC2 mod: 0.42; FXIIa inh 1536: 2; thrombin 1536: -6; hK5 inh: -7; Furin inh: 5; FXIa inh: -5; Rad51 HR inh: -11; Calpain2 inh: 6; PERK inh: -0.4
